# TrxR1 substrate = qHTS Assay for Substrates of Mammalian Selenoprotein Thioredoxin Reductase 1 (TrxR1): qHTS; AID 588456, 2011; Potency, µM (series often up to 114 µM), inactives show top-dose activity change, negative = substrate turnover; Thioredoxin reductase 1, cytoplasmic (Rattus norvegicus), O89049; purified TrxR1 substrate turnover, NADPH consumption readout; actives 0.01% (n = 390,000); note: potency is the fitted concentration of half-maximal effect; % is set by controls: 0 for no effect and ±100 for the full control effect; nearly all actives have a fitted effect of over 50% in size
# Target sequence (O89049 whole entry, looked up): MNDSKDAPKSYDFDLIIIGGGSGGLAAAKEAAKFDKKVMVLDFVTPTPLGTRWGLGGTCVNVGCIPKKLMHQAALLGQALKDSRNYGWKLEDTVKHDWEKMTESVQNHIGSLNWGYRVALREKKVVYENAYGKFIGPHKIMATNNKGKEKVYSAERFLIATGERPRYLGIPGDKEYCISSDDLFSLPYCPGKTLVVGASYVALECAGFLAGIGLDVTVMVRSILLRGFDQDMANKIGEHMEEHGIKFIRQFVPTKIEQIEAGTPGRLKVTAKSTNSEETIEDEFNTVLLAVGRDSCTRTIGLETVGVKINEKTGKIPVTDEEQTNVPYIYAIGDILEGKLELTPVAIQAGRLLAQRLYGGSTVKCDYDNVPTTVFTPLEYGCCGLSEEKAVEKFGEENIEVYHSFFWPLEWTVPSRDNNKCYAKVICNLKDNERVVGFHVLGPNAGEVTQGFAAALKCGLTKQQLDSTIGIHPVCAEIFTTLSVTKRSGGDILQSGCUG
#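 Rat TrxR1, dispensed at 90 nM, was prereduced with 400 uM NADPH (final) for 5 min at ~22 deg C, then incubated with compound 15 min before 400 uM selenite. A first-read NADPH fluorescence drop versus no-compound background flagged substrates.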
# Glioma ERSR ind = qHTS for Inducers of the Endoplasmic Reticulum Stress Response (ERSR) in Human Glioma: qHTS; U87-MG GRP78 promoter luciferase reporter, 16 h; Potency, µM, for the others: at the top dose activation, actives largely listed as activators; actives 0.02% (n = 420,000); note: potency is the fitted concentration of half-maximal effect; series mostly up to about 76 µM; % of control where 0% means no effect; nearly all actives have a fitted effect of over 35% in size
#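 ERSR induction read as luciferase luminescence (Bright-Glo, 10 min at room temperature) in stably transfected human U87-MG glioma cells exposed to compounds for 16 h, using GRP78 as sensor.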
# RXFP1 ag = qHTS Assay for Agonists of the Relaxin Receptor RXFP1; Relaxin receptor 1 (Homo sapiens), Q9HBX9; HEK293T-RXFP1 cAMP TR-FRET, 30 min; response scale: percent of porcine relaxin response, buffer zero; Potency, µM (highest dose often 57.5 µM), without a hit: top-dose activation, usual class: activators; actives 0.3% (n = 370,000); note: potency is the fitted concentration of half-maximal effect; % is set by controls: 0 for no effect and ±100 for the full control effect; nearly all actives have a fitted effect of over 60% in size; many of its hits are not listed in these tables
#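 Agonist response is measured as cAMP accumulation in an RXFP1-transfected HEK293T line under PDE4 inhibition. Values are scaled between buffer-only and 29 nM porcine relaxin, and EC50s come from standard Hill equation fits.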
# Vif-A3F inh = qHTS for Inhibitors of Vif-A3F Interactions: qHTS. HeLa A3F-eYFP + Vif (tagged APOBEC3F with the HIV-1 protein that degrades it), YFP fluorescence increase. Potency, µM (doses to about 46.1 µM), for the others: at the top dose activity, negative = active. actives 0.2% (n = 390,000); note: potency is the fitted concentration of half-maximal effect; % of control where 0% means no effect; nearly all actives have a fitted effect of over 65% in size
#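 HeLa cells stably expressing Vif plus C-terminally eYFP-tagged A3F were seeded, incubated overnight at 37 deg C, dosed with compound, incubated overnight again at 37 deg C. Yellow fluorescence (Ex 488/Em 500-530) reported blocked Vif-mediated A3F-eYFP degradation.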
# IDH1 R132H inh = qHTS for Inhibitors of mutant isocitrate dehydrogenase 1 (IDH1): qHTS | IDH1-R132H enzyme, NADPH consumption, diaphorase/resazurin fluorescence | actives 0.093% (n = 390,000) | Isocitrate dehydrogenase [NADP] cytoplasmic (Homo sapiens), O75874 | Potency, µM (highest dose often 76.6 µM), for the others: at the highest dose activity change, negative = inhibition, actives largely listed as inhibitors; note: potency is the fitted concentration of half-maximal effect; % is set by controls: 0 for no effect and ±100 for the full control effect; nearly all actives have a fitted effect of over 65% in size
#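 IDH1-R132H (0.5 ug/mL) preincubated 30 min with compound, then NADPH (0.016 mM) and alpha-KG (2 mM) added; 80 min at RT, pH 7.5. Remaining NADPH coupled via diaphorase/resazurin to fluorescence (540/590 nm); concentration-response curves normalized to no-enzyme control.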
# PI4K2A inh = qHTS for small molecular inhibitors of PI4K2A | activity change, negative = inhibition, % at 76.9 µM | actives 0.13% (n = 420,000) | purified PI4K2A, ADP-Glo luminescence, 1 h; active compounds read low | Phosphatidylinositol 4-kinase type 2-alpha (Homo sapiens), Q9BTU6; in the data active = activity change below about -50%; inconclusive = mostly about -30% to -49%;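 note: -100% = wells without enzyme as full effect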
#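 Compounds are screened against recombinant PI4K2A using PI as substrate and ATP, the latter dispensed at 300 microM. Reactions run one hour at ambient temperature before ADP-Glo detection; full inhibition defined by wells lacking enzyme.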
# USP1 inh = Inhibitors of USP1/UAF1: Primary Screen; Potency, µM (doses to about 57.1 µM), for inactives: top-dose activity change, negative = inhibition, actives largely listed as inhibitors; actives 0.23% (n = 390,000); recombinant USP1/UAF1, Ub-Rhodamine cleavage fluorescence; Ubiquitin carboxyl-terminal hydrolase 1 (Homo sapiens), O94782; AID 743255, 2014; note: potency is the fitted concentration of half-maximal effect; % is set by controls: 0 for no effect and ±100 for the full control effect; nearly all actives have a fitted effect of over 60% in size; inactives centre near -12
#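 USP1/UAF1 complex at 1 nM was preincubated with compound for 15 min at room temperature, then Ub-Rho substrate (150nM final) was added. Fluorescence (480/540 nm) was read kinetically, 6 reads every 60 seconds.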
# Vif-APOBEC3G blk = qHTS for Inhibitors of Vif-A3G Interactions: qHTS; DNA dC->dU-editing enzyme APOBEC-3G (Homo sapiens), Q9HC16; HeLa A3G-eYFP + Vif (tagged APOBEC3G with the HIV-1 protein that degrades it), YFP fluorescence, overnight; Potency, µM (doses to about 46.1 µM), inactives show at the top dose activity, negative = active, most hits filed as inhibitors; actives 0.076% (n = 410,000); AID 602310, 2012;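 note: potency is the fitted concentration of half-maximal effect; % is set by controls: 0 for no effect and ±100 for the full control effect; nearly all actives have a fitted effect of over 60% in size; hits raise eYFP signal because A3G escapes Vif-driven loss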
# Target sequence (Q9HC16 whole entry, looked up): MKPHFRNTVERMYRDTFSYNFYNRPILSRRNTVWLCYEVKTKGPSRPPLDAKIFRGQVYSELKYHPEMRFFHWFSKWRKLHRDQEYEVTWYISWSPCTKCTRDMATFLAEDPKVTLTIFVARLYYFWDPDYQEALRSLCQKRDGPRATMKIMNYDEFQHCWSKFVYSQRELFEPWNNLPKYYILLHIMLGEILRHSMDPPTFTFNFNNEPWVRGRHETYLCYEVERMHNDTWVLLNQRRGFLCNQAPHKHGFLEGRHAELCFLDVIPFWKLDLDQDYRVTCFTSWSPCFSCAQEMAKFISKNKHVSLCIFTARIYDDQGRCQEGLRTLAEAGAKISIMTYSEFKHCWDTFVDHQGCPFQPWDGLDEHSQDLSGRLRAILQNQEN
#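 Read-out is eYFP fluorescence (Ex 488/Em 500-530) from Vif-expressing HeLa A3G-eYFP cells; more signal means A3G escaped Vif-mediated degradation. Cells plated overnight, compound pinned in, incubated overnight at 37 deg C.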
# LDHA block = qHTS assay for inhibitors of human lactate dehydrogenase; L-lactate dehydrogenase A chain (Homo sapiens), P00338; purified LDHA, NADH/diaphorase-resazurin fluorescence; active compounds read low; activity change, % (values are at about 110 or 230 µM); actives 0.15% (n = 480,000); in the data active = activity change below about -30%; inconclusive = mostly about -25% to -30%;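 note: plate controls were DMSO wells for no effect and wells without enzyme for full effect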
#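 Human LDH5 at 2 nM final in Tris HCl pH 7.4 with 0.06 mM NADH and 0.2 mM pyruvate, reacted 5 minutes at room temperature. Remaining NADH coupled via diaphorase/resazurin; resorufin fluorescence read at 0 and 20 minutes, normalized to enzyme-free and DMSO wells.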
# * marks the source's active call; other numbers are inactive results; ? = inconclusive; · = not tested or not shown; & = joins results of further samples; [ ] = dose if it differs, or a comment. Unless noted, calls come from the whole dose curve; as a rule, active = well fitted curve in the direction sought with a large enough effect; inconclusive = small, poorly fitted or top-dose-only effect, or another doubt; inactive = no such curve, though single readings can be large; an effect the other way counts as inactive or inconclusive. This is a subset (hit frequency here may not be typical).
SMILES,TrxR1 substrate,Glioma ERSR ind,RXFP1 ag,Vif-A3F inh,IDH1 R132H inh,PI4K2A inh,USP1 inh,Vif-APOBEC3G blk,LDHA block
COc1cc(NC(=O)c2cc3cc4ccc(OC)c(Cl)c4nc3s2)cc(OC)c1,-15.0%[57.1 µM],-1.9%,2.8%,-9.3%,-5.6%,0.5,-9.9%,-1.3%,1.0
Cc1cccc(-c2nc(Cn3c(SCc4cc(C)ccc4C)nc4ccncc43)c(C)o2)c1,-1.5%,3.3%,4.1%,6.0%,0.0%,1.3,-24.3%,8.0%,-2.0
Cc1ccc(-c2[nH]nc3c2C(c2cccnc2)C(C#N)=C(N)O3)cc1 (centres undefined),5.0%,-0.6%,0.7%,-4.9%,-7.4%,0.3,-7.3%,-5.0%,-8.6
C=CCN(CC=C)C(=O)CCc1nnc(CCc2c[nH]c3ccccc23)o1,-20.0%[57.1 µM],3.3%,1.6%,-1.5%,9.4%,118.5,-2.9%,-0.3%,-2.3
CN(C(=O)c1cncc(Br)c1)C1C2CC3CC(C2)CC1C3 (centres undefined),6.8%[57.1 µM],-0.2%,0.3%,0.8%,9.7%,3.6,-17.9%,0.5%,-6.3
Cc1ccccc1S(=O)(=O)N1C[C@H]2[C@H]3C(=O)N(C4CCCCC4)C(=O)[C@H]3CC(=O)[C@H]2[C@@H]1c1ccc(Cl)cc1,·,-2.6%,·,·,·,-4.9,·,-3.8%,-7.7
CNC(=O)NC(=O)CSc1ccc(S(=O)(=O)N(C)C2CCCCC2)cn1,-5.4%,-4.4%,-0.4%,-2.0%,7.0%,2.2,-9.6%,-1.9%,-8.3
Cc1ccc(S(=O)(=O)N2CCOCC2)cc1C(=O)N1CCN(S(=O)(=O)c2cccs2)CC1,-1.6%,-2.0%,0.0%,8.3%,0.6%,-1.6,-21.8%,0.6%,1.7
O=C1COc2ccc(C(=O)CSc3ccc(Br)cc3)cc2N1,-5.8%,-0.2%,-1.4%,4.7%,11.9%,2.1,-20.3%,3.0%,-3.4
CCCCNC(=O)N1CCN(C(c2ccccc2)c2ccccc2)CC1,5.1%[57.1 µM],-6.5%,1.2%,-8.0%,5.6%,0.6,-10.4%,0.3%,-4.3
O=C1COc2ccccc2N1Cc1c(F)cccc1Cl,3.7%,-1.8%,-0.4%,-7.0%,11.6%,-2.6,-13.6%,1.9%,0.1
CCCCn1c(N)c(N(CCOC)C(=O)c2oc3c(Cl)cccc3c2C)c(=O)[nH]c1=O,·,-4.4%,·,1.9%,7.9%,-0.8,-23.8%,-4.1%,-1.0
COc1ccc(CNc2ncnc3sccc23)cc1,7.6%,0.9%,-0.3%,8.4%,0.9%,6.8,-12.8%,-0.2%,-9.0
COc1cccc(Nc2sc(C(=O)c3ccc(F)cc3)c(N)c2C(=O)NCc2ccc(Cl)cc2)c1,3.0%[57.1 µM],-1.9%,1.3%,0.6%,-14.9%,2.6,-11.1%,-11.2%,4.5
OC(CNCc1ccc2c(c1)OCO2)COc1ccccc1 (centres undefined),-8.8%,-1.5%,0.0%,-4.8%,-4.3%,0.2,-8.3%,4.4%,-2.6
CCc1ccc(NC(=S)NC2CC3CCCC(C2)N3Cc2ccccc2)cc1 (centres undefined),-10.3%,0.1%,-3.8%,-3.5%,-1.0%,-1.2,4.0%,4.5%,-6.5
COC(=O)CC1(C(=O)OC)Oc2ccc(Br)cc2C(=O)N1c1cc(Cl)cc(Cl)c1 (centres undefined),1.3%[57.1 µM],-3.4%,-0.3%,3.4%,-12.4%,0.3,-18.5%,-0.6%,-6.0
Cc1nn(-c2ccccc2)c(C)c1NC(=O)COC(=O)CCc1ccccc1,-12.1%,-5.7%,·,5.8%,-1.9%,-4.3,-14.0%,2.2%,-12.2
CN(C)c1cc(-c2ccc(Br)cc2)oc(=O)c1Cl,5.1%[57.1 µM],0.6%,-2.3%,13.9%,0.0%,2.4,-21.4%,-0.8%,-9.5
COc1ccccc1CNC(=O)COC(=O)c1cccnc1SCC(=O)NCc1ccccc1OC,6.6%,-0.5%,0.8%,0.9%,-2.7%,1.1,-19.1%,-0.4%,-8.3
O=C(CCCC(=O)N(CC(=O)NC1CCCCC1)CC1CCCO1)Nc1ccccn1 (centres undefined),6.3%,2.2%,-0.6%,-9.5%,-2.2%,2.8,10.8%,1.6%,0.9
CCOC(=O)C1(Cc2ccccc2)CCCN(Cc2cccc(C(C)=O)c2)C1 (centres undefined),-2.2%,-4.5%,-1.0%,2.6%,1.1%,2.9,-28.2%,2.0%,2.9
COc1ccc(-c2csc3ncn(-c4ccccc4OC)c(=O)c23)cc1OC,-10.7%[57.1 µM],-2.3%,-0.5%,-12.1%,4.7%,-1.0,-10.2%,-9.0%,4.6
CC(C)(C)NC(=O)NC(=O)CN1CCN(c2ccccc2)CC1,0.7%,-3.7%,2.3%,2.9%,-3.5%,3.4,-18.1%,1.5%,4.1
COc1ccc(/C=N/Nc2nncc3ccccc23)cc1,-3.9%,-13.9%,1.0%,22.7%,0.5%,-11.4,-11.6%,-7.2%,2.1
CCOc1ccc2[nH]cc(C(=O)O)c(=O)c2c1,11.0%,-2.5%,-0.6%,-9.7%,9.2%,-3.6,-17.4%,-2.3%,-0.1
COCCn1nnnc1C(c1ccccc1OC)N1CCc2ccccc2C1 (centres undefined),5.8%[57.1 µM],-5.1%,·,1.5%,-5.7%,2.5,-7.1%,2.1%,-1.0
COc1ccc(S(=O)(=O)NCC2CCCO2)cc1NC(=O)c1ccccc1 (centres undefined),-4.3%,-4.9%,5.2%,0.1%,2.6%,-3.7,-17.3%,-0.1%,-3.9
O=C(CNC(=O)c1ccc(Br)cc1)NCc1cccnc1,1.9%,-1.6%,1.2%,-3.1%,4.1%,-0.1,-2.6%,3.5%,-7.6
COc1ccccc1-c1cnc2c(c1)C(=O)N([C@@H](C)CO)C[C@@H](C)[C@@H](CN(C)C(C)=O)O2,·,-1.3%,·,0.2%,14.0%,2.3,-22.6%,-0.8%,-6.2
Cc1ccc(S(=O)(=O)N(C)CC(=O)N2CCCc3ccccc32)cc1,-6.5%,-2.0%,0.3%,·,2.5%,2.9,-1.0%,0.8%,-3.9
O=C(CSc1nc2c(c(=O)n1-c1ccc(Cl)cc1)SCC2)Nc1ccc2c(c1)OCCO2,-3.6%,-2.1%,0.1%,1.6%,-3.2%,1.1,-22.2%,0.6%,-4.7
O=P(c1ccccc1)(c1ccccc1)C(O)c1cccs1 (centres undefined),·,-6.4%,·,-4.7%,12.5%,-2.1,-16.2%,-0.5%,-2.1
COc1ccc(NC(=O)N(C)C[C@H]2Oc3c(NC(=O)Nc4ccc(C(F)(F)F)cc4)cccc3C(=O)N([C@H](C)CO)C[C@@H]2C)cc1,-10.5%[57.1 µM],-6.1%,·,4.1%,17.5%,-1.7,-18.8%,?,2.4
COc1ccc(N2CCN(S(=O)(=O)c3c(C)nc4scc(C)n4c3=O)CC2)cc1,-6.9%&-8.7%,0.2%&-4.0%,-2.5%&22.4%,0.8%&-0.2%,2.4%&-1.0%,0.9&-1.1,-9.8%&-15.3%,-3.6%&1.9%,0.7&0.6
COc1ccc(Cl)cc1N1C(=O)CN(Cc2cc(OC)c(OC)c(OC)c2)C1=S,-2.3%,-3.1%,0.0%,-10.5%,4.7%,-3.4,-11.2%,-0.5%,4.0
Cc1ccccc1Nc1c(-c2c[nH]c3ccccc23)nc2ccc(Cl)cn12,15.7%,-0.3%,-1.7%,-26.2%,0.0%,-4.4,-5.3%,-5.0%,-9.0
Cc1ccc(NS(=O)(=O)Cc2ccccc2)cc1Cl,-9.5%[57.1 µM],1.8%,2.6%,-5.9%,9.7%,-2.1,-0.4%,-2.4%,-0.4
Cc1ccc(NC(=O)CCC(=O)c2cccs2)cc1,-7.2%,2.0%,0.4%,-0.1%,-3.8%,0.9,-4.6%,0.1%,-0.7
CCN=C1SC(CC(=O)NCc2ccccc2)C(=O)N1CC (centres undefined),1.4%,-0.5%,2.2%,-0.5%,-14.7%,-1.5,-14.9%,3.2%,-0.6
COc1ccc(C)cc1S(=O)(=O)N1CCN(C/C=C/c2ccccc2)CC1,12.5%,-4.4%,0.1%,-4.9%,-0.6%,-1.4,-19.3%,1.6%,3.8
O=C(OCc1cc(=O)n2ccsc2n1)c1ccc(OC(F)F)cc1,7.5%,0.5%,10.9%,1.3%,-0.8%,1.0,-3.8%,-4.8%,-0.2

# High-throughput results as filed in PubChem BioAssay.
